Screening results from PubChem.
TrxR1 substrate = is turned over as a substrate by rat TrxR1; O89049; purified TrxR1 substrate turnover, NADPH consumption readout; Potency, µM (doses to about 114 µM), inactives show at the top dose activity change, negative = substrate turnover; actives 0.01% (n = 390,000); AID 588456; note: potency is the fitted concentration of half-maximal effect; % is set by controls: 0 for no effect and ±100 for the full control effect; nearly all actives have a fitted effect of over 50% in size
Target sequence (O89049 whole entry, looked up): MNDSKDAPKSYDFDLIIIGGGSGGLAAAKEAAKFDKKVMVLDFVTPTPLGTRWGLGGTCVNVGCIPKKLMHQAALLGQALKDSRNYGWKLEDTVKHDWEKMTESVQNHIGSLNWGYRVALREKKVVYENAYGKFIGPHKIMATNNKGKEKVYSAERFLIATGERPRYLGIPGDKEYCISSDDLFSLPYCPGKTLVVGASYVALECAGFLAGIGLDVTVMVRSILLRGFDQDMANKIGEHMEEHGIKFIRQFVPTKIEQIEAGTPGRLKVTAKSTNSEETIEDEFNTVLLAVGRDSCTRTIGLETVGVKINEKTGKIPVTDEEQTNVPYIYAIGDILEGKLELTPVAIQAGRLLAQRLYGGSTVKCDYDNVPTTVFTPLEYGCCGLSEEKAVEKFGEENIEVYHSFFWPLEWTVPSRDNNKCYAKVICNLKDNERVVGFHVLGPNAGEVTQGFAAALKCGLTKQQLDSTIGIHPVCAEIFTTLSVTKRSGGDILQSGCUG
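Rat TrxR1, dispensed at 90 nM, was prereduced with 400 uM NADPH (final) for 5 min at ~22 deg C, then incubated with compound 15 min before 400 uM selenite. A first-read NADPH fluorescence drop versus no-compound background flagged substrates.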
rTrxR1 inhibitor = blocks rat thioredoxin reductase 1 | O89049 | recombinant rTrxR1, NADPH fluorescence consumption, selenite substrate | Potency, µM (series often up to 114 µM), without a hit: at the highest dose activity change, negative = inhibition, hits mostly inhibitors | actives 1% (n = 390,000); note: potency is the fitted concentration of half-maximal effect; % is set by controls: 0 for no effect and ±100 for the full control effect; nearly all actives have a fitted effect of over 65% in size
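Rat TrxR1 (90 nM in the dispensed reagent) was pre-reduced with 400 uM NADPH for 5 min at room temperature, then incubated with compound for 15 min. After 400 uM selenite was added, NADPH fluorescence (Ex 340/Em 450 nm) was followed for 8 min.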
USP1 inh = blocks the human USP1/UAF1 deubiquitinase complex. O94782. recombinant USP1/UAF1, Ub-Rhodamine cleavage fluorescence. Potency, µM (highest dose often 57.1 µM), for the others: top-dose activity change, negative = inhibition, usual class: inhibitors. actives 0.23% (n = 390,000). AID 743255; note: potency is the fitted concentration of half-maximal effect; % is set by controls: 0 for no effect and ±100 for the full control effect; nearly all actives have a fitted effect of over 60% in size; inactives centre near -12
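In this screen, compounds sit with the deubiquitinase complex (1nM) for 15 min at room temperature before Ub-Rho is added at 150nM final. Fluorescence rise is then followed for 6 reads every 60 seconds.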
mIDH1 inhibitor = blocks human mutant IDH1 R132H enzyme; O75874; IDH1-R132H enzyme, NADPH consumption, diaphorase/resazurin fluorescence; Potency, µM (titrated, usually from 76.6 µM), inactives show at the highest dose activity change, negative = inhibition, actives largely listed as inhibitors; actives 0.093% (n = 390,000); AID 602179; note: potency is the fitted concentration of half-maximal effect; % is set by controls: 0 for no effect and ±100 for the full control effect; nearly all actives have a fitted effect of over 65% in size
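IDH1-R132H (0.5 ug/mL dispensed) in pH 7.5 Tris buffer was preincubated 30 min with compound, then given a substrate mix of 0.016 mM NADPH and 2 mM alpha-KG for 80 min at room temperature; remaining NADPH was read by diaphorase/resazurin fluorescence.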
TRHR agonist = activates the human TRH receptor | P34981 | TRHR cells, calcium flux fluo-8, FDSS agonist mode | activation, % at 2 µM | actives 0.18% (n = 360,000); in the data active = activation above about 30%; note: 0% is about no effect
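Agonist-mode FDSS calcium read (Ex 480/Em 530, 1 s cycles) in 1536-well TRHR cells with fluo-8 dye, after 10-cycle baseline and 23 nL compound addition; TRH at EC20 (10 nM final) added afterwards for the enhancer phase.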
D2 antagonist = antagonizes the human D2 dopamine receptor | P14416 | HEK293 TREx D2 cells, calcium flux, dopamine EC80 | inhibition, % at 10 µM | actives 2% (n = 340,000) | AID 485344; in the data active = inhibition above about 30%; note: 0% is about no effect
Target sequence (P14416 whole entry, looked up): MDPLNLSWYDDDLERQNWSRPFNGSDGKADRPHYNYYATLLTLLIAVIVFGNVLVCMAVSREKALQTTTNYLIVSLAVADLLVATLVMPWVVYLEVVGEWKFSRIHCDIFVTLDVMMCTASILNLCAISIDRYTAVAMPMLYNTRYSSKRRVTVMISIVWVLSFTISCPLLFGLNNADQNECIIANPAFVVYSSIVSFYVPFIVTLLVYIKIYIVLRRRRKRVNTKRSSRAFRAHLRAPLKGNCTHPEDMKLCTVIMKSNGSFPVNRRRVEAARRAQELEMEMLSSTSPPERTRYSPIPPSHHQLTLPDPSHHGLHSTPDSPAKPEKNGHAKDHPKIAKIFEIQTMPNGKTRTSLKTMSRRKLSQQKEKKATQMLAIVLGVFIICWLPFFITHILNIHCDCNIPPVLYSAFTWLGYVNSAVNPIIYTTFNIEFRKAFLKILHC
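Tetracycline-induced HEK293 T-REx cells expressing D2 force-coupled to calcium signalling were dye-loaded, exposed to compound for 180 s, then challenged with an EC80 of dopamine; calcium flux was followed kinetically for a further 180 s.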
TRHR PAM = allosteric enhancers of human TRH receptor | TRHR cells, fluo-8 calcium fluorescence, EC20 TRH enhancement | enhancement, % at 2 µM | actives 0.66% (n = 360,000) | AID 493056; in the data active = enhancement above about 30%; note: 0% is about no effect
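Enhancer read-out: after compound pinning and an initial kinetic agonist-mode read, an EC20 of TRH (10 nM final) was injected and fluo-8 calcium signal (Ex 480/Em 530) followed at 1 s/cycle for 100 cycles in TRHR-expressing cells.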
D2 ag = activates the human D2 dopamine receptor; HEK293 T-REx D2 cells, calcium flux agonist mode; activation, % at 2 µM; actives 0.53% (n = 340,000); AID 485358;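 active = activation over 3 SD above normal in the single-dose calcium agonist read, cut at about 30% in these data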; note: 0% is about no effect
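In this primary screen, compounds producing a positive calcium signal within 180 s of addition to tetracycline-induced, force-coupled HEK293 Trex D2 cells are flagged; cells are dye-loaded with a no-wash calcium kit beforehand.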
PI4K2A inh = blocks human PI4K2A kinase activity. purified PI4K2A, ADP-Glo luminescence, 1 h; active compounds read low. activity change, negative = inhibition, % at 76.9 µM. actives 0.13% (n = 420,000); in the data active = activity change below about -50%; inconclusive = mostly about -30% to -49%;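 note: -100% = wells without enzyme as full effect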
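In this quantitative HTS, ADP production by PI4K2A was quantified luminescently after 1 h at ambient temperature; 100 microM adenosine served as plate-quality control.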
Numbers without * were called inactive; ? = inconclusive; · = no result given; & = joins results of further samples; [ ] = remark or other dose. Unless noted, calls come from the whole dose curve; as a rule, active = well fitted inhibition curve with a large enough effect; inconclusive = small, poorly fitted or top-dose-only effect; inactive = no such curve, though single readings can be large or run the other way.

Structure	TrxR1 substrate	rTrxR1 inhibitor	USP1 inh	mIDH1 inhibitor	TRHR agonist	D2 antagonist	TRHR PAM	D2 ag	PI4K2A inh
C/C(=N\NC(=O)CNc1cccc(C(F)(F)F)c1)c1ccc(Br)cc1	0.3%	7.3%	-14.0%	0.9%	-0.8	-6.7	1.5	-0.8	2.2
Cc1ccccc1-c1nc2c(s1)CCc1onc(-c3cccc([N+](=O)[O-])c3)c1-2	2.3%[57.1 µM]	9.7%[57.1 µM]	10.6%	-14.9%	0.1	6.9	-8.9	-0.1	0.2
COc1ccc(C(=O)N2CCNC(=O)C2CC(=O)Nc2cc(Cl)ccc2OC)cc1 (stereo unspecified)	-1.0%	14.8%	-9.8%	-9.4%	0.3	-5.9	-1.4	0.1	4.2
COc1ccc(NC(=O)C2CCN(S(=O)(=O)c3ccccc3)CC2)cc1	2.2%	-1.1%	-17.4%	0.0%	-0.8	7.6	-1.1	-2.1	0.0
CCCCC(=O)Nc1cccc(NC(=O)c2cccc(Br)c2)c1	-0.5%	7.5%	-7.4%	-2.1%	-1.1	17.1	4.9	-1.7	-1.4
CN1CCN(CCCNC(=O)c2cn(C3CCCCC3)c(=O)c3c2c2ccccc2n3C)CC1	56.0%[activator]	10.3%	-11.2%	-0.1%	-0.9	-18.3	-11.9	-1.8	-7.5
O=C(CSc1nnc(NC(=O)c2ccccc2F)s1)NCc1ccco1	-1.7%	-2.7%	-1.1%	1.8%	0.5	-4.6	1.4	0.1	-4.2
Cc1ccc(OCC(=O)NCCNC(=O)c2cccnc2)cc1C	4.8%	14.5%	-7.1%	2.1%	0.2	·	2.5	·	8.3
O=C(CCS(=O)(=O)c1ccccc1)Nc1ncc([N+](=O)[O-])s1	-2.4%	?	-6.4%	-1.1%	0.8	0.5	1.4	-0.5	-1.4
Cc1ccc2c(CC(=O)Nc3c(C)n(C)n(-c4ccccc4)c3=O)coc2c1	3.1%	-3.5%	-2.9%	-4.2%	-1.8	16.4	4.3	1.5	4.5
NC(=O)c1ncn([C@@H]2O[C@H](CNCc3ccccc3C#Cc3ccccc3)[C@@H](O)[C@H]2O)n1	-1.4%	-18.7%	?	0.8%	·	·	·	·	5.0
COc1cccc(NC(=O)Cn2c(=O)n(CCc3ccccc3)c(=O)c3c4c(sc32)CN(C(C)=O)CC4)c1	-4.0%	16.2%	-8.4%	-4.0%	1.2	·	0.7	0.5	2.3
COC(=O)c1c(C#N)c(N)nc2c1CCC2	536.0%[activator]	?	-8.7%	-3.4%	-0.4	-15.5	3.1	1.1	7.9
CCOC(=O)N1CCN(C(=O)CSc2nnc(-c3cccc(Cl)c3)o2)CC1	10.0%[57.1 µM]	-0.4%[57.1 µM]	-2.0%	-6.7%	-0.4	16.8	0.4	0.5	-0.2
Cc1cccnc1NC(=S)NCc1ccco1	-0.7%	?	-23.8%	10.9%	-3.1	-21.3	2.6	-0.6	6.7
CCOc1ccccc1C(=O)N(C)Cc1cc2ccccc2[nH]c1=O	13.6%[57.1 µM]	11.9%[57.1 µM]	-20.2%	3.5%	0.9	0.5	-2.2	-0.1	-0.3
CCN(CC)CCN1C(=O)C(=O)/C(=C(/O)c2ccc(S(=O)(=O)N3CCOCC3)cc2)C1c1ccccc1 (stereo unspecified)	-5.3%	-1.8%	-0.9%	-5.3%	0.7	-8.2	3.0	0.1	6.9
O=C(CSc1nc2c([nH]c3ccccc32)c(=O)n1-c1ccccc1)Nc1ccccc1C(F)(F)F	0.9%[57.1 µM]	25.4%[57.1 µM]	-10.6%	16.0%	0.2	·	-1.7	-1.4	2.4
COc1ccc(NC(=O)C(=O)NNC(=O)COc2ccc(OC)cc2)cc1	6.7%	5.1%	-12.0%	0.0%	1.2	-13.9	1.6	0.8	-2.2
CC(=O)Cc1cc2cc([N+](=O)[O-])ccc2oc1=O	-5.8%	13.3%	-5.4%	14.5%	0.9	-3.6	-2.6	-1.0	-5.6
N=C(N)SCCc1cccc(CCSC(=N)N)c1	8.0%&-0.8%	4.1%&17.5%&11.8%	-21.2%	-2.2%	·	·	·	·	0.2
COc1ccccc1N1CCN(S(=O)(=O)CCNC(=O)CC2CCCCC2)CC1	11.1%	11.0%	-13.4%	1.6%	-0.9	-21.1	0.5	1.2	-0.6
CCOC(=O)Cn1c(=O)oc2cc(S(=O)(=O)NC(C)c3ccccc3)ccc21 (stereo unspecified)	3.4%&1.9%	11.4%&29.6%	?	-13.2%&-9.1%	0.1&0.5	-22.9	-2.0&4.2	0.4&0.0	2.1&-6.9
CCOc1ccc(Cc2noc3c2C(=O)CC(C)(C)C3)cc1OCC	-13.3%[57.1 µM]	22.1%[57.1 µM]	-7.2%	5.5%	0.3	-17.7	1.5	4.0	6.3
O=C(CSc1nnnn1-c1ccc(O)cc1)NC1CCCCC1	1.1%[57.1 µM]	1.7%[57.1 µM]	-20.9%	-8.1%	0.4	0.0	-6.6	1.0	1.3
C=CCn1c(NCc2ccc(OC)cc2O)nc2ccccc21	-7.6%	-4.6%	-13.9%	0.1%	-0.4	-10.2	15.1	-0.8	7.9
COc1ccc(CCC(C)Nc2ccc(F)c(F)c2)cc1 (stereo unspecified)	-3.0%	-6.5%	-21.0%	2.8%	-0.6	4.0	3.4	-1.7	-4.7
CN(C)CCNC(=O)C(c1ccccc1)c1ccccc1	0.4%	20.6%	-20.5%	-1.7%	0.3	8.9	-5.6	-0.3	-10.6
O=C(N1CCCCC1)C1(c2ccccc2)CCOCC1	-2.8%	-0.1%	5.0%	-1.0%	-2.0	-26.5	22.2	0.6	-18.4
O=C(Cn1nc(-c2ccc(Cl)cc2)ccc1=O)N1CCN(c2ccccc2)CC1	-0.3%	-2.1%	-18.3%	3.2%	1.3	-3.3	31.9*	15.8	-7.0

Among those listed so far, these contain a CF3 group.
Structure	TrxR1 substrate	rTrxR1 inhibitor	USP1 inh	mIDH1 inhibitor	TRHR agonist	D2 antagonist	TRHR PAM	D2 ag	PI4K2A inh
C/C(=N\NC(=O)CNc1cccc(C(F)(F)F)c1)c1ccc(Br)cc1	0.3%	7.3%	-14.0%	0.9%	-0.8	-6.7	1.5	-0.8	2.2
O=C(CSc1nc2c([nH]c3ccccc32)c(=O)n1-c1ccccc1)Nc1ccccc1C(F)(F)F	0.9%[57.1 µM]	25.4%[57.1 µM]	-10.6%	16.0%	0.2	·	-1.7	-1.4	2.4

(cont.)
Structure	TrxR1 substrate	rTrxR1 inhibitor	USP1 inh	mIDH1 inhibitor	TRHR agonist	D2 antagonist	TRHR PAM	D2 ag	PI4K2A inh
O=S(=O)(N[C@@H]1C[C@H]2CC[C@@H]1C2)c1cccs1	-7.4%	-10.3%	-6.3%	0.0%	0.3	-14.9	-1.0	-0.6	4.8
CCc1ccccc1NC(=S)N(CCN(C)C)Cc1cccs1	-6.6%[57.1 µM]	-12.6%	-4.5%	11.1%	0.2	9.3	-7.2	0.1	1.8
NC(=O)CCCc1nc(-c2ccccc2Cl)no1	5.2%[57.1 µM]	-11.5%[57.1 µM]	-17.7%	-1.7%	-0.8	5.2	26.3	0.6	20.9
O=C(OCCCOC(=O)c1ccc(O)cc1)c1ccc(O)cc1	6.8%	19.3%	-23.8%	2.4%	-0.5	0.9	-3.5	-1.5	-1.7
O=[N+]([O-])c1ccc(N2CCN(S(=O)(=O)c3ccccc3)CC2)cc1NCCN1CCOCC1	-6.7%	-4.0%	-12.3%	5.5%	1.0	6.1	3.0	-0.3	0.2
O=C(Cc1c(F)cccc1Cl)Nc1cc(S(=O)(=O)N2CCCCC2)ccc1N1CCOCC1	-4.1%	6.7%	-2.9%	0.0%	0.2	16.4	-2.0	-0.3	0.2
CC(OC(=O)CC1CCCC1)C(=O)Nc1ccc(S(N)(=O)=O)cc1 (stereo unspecified)	-2.3%[57.1 µM]	11.0%	-22.7%	-5.2%	-1.8	-3.0	11.5	-1.4	-3.2
COC(=O)c1ccc(Cn2c(SCc3ccccc3)nc3ccncc32)cc1	3.1%	10.7%	-4.3%	4.2%	0.2	·	2.4	-0.3	0.6
COc1ccc(CCNC(=O)C2CCN(S(=O)(=O)N3CCCCC3)CC2)cc1OC	10.6%	37.6%[activator]	-11.3%	12.1%	0.1	-8.8	2.5	0.4	-3.7
COc1ccc(NC(=O)C2CCN(C(=O)[C@@H]3Cc4ccccc4CN3)CC2)cc1	-3.9%[57.1 µM]	-2.6%[57.1 µM]	-2.2%	-29.7%	-0.4	1.6	5.5	-1.4	12.2
CCOc1ccc(S(=O)(=O)N(C)CC(=O)NCc2ccccn2)cc1Cl	2.4%[57.1 µM]	5.6%[57.1 µM]	-6.2%	-0.9%	-0.9	7.3	-9.5	0.0	-0.8

Limited to TRHR agonist and PI4K2A inh, for six of the compounds above:
Compound,TRHR agonist,PI4K2A inh
O=C(OCCCOC(=O)c1ccc(O)cc1)c1ccc(O)cc1,-0.5,-1.7
CC(OC(=O)CC1CCCC1)C(=O)Nc1ccc(S(N)(=O)=O)cc1 (stereo unspecified),-1.8,-3.2
O=C(Cc1c(F)cccc1Cl)Nc1cc(S(=O)(=O)N2CCCCC2)ccc1N1CCOCC1,0.2,0.2
O=[N+]([O-])c1ccc(N2CCN(S(=O)(=O)c3ccccc3)CC2)cc1NCCN1CCOCC1,1.0,0.2
O=S(=O)(N[C@@H]1C[C@H]2CC[C@@H]1C2)c1cccs1,0.3,4.8
COc1ccc(CCNC(=O)C2CCN(S(=O)(=O)N3CCCCC3)CC2)cc1OC,0.1,-3.7

Rows were taken by chance; about 3.9% have a hit in one of these screens.
